Autophagy HCS = modulators of autophagy | calls only at 10 µM (by protocol) | 190,000 compounds, 0.98% hits | AID 463193 | MEF GFP-LC3 puncta imaging; test concentration mostly 10 µM;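 active = percentage of spot-positive cells more than 3 SD above its plate mean, without a fluorescence outlier flag or 80% toxicity; inconclusive = no clear call, values can overlap the other calls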;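 note: spot-positive cell cutoff set from DMSO-treated cells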
K1F lysis inhibition = inhibition of K1F phage lysis, E. coli UTI89, bacterial capsule biogenesis inhibitors, alamar blue (AID 488966); E. coli UTI89 K1F phage lysis, alamar blue, 2 h; higher % means a stronger effect; inhibition, % at 100 µM, or IC50 in µM where a hit was titrated; 340,000 compounds, 0.02% hits;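 active = phage lysis inhibition, versus mean bacterial control, above a set limit; inconclusive = no clear call, values can overlap the other calls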;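 note: capsule biogenesis inhibitors block K1F phage lysis so surviving cells raise fluorescence; higher fluorescence means more inhibition of phage lysis; actives were called in the ten point dose series up to 300 µM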
RSV antiviral HEp-2 = RSV antiviral activity via CPE protection, HEp-2 cells, primary 10 µM value included (AID 2391); HEp-2 cells, RSV-induced CPE inhibition; higher % means a stronger effect; one-dose CPE inhibition, % at 10 µM; IC50 in µM for titrated hits; 310,000 compounds, 0.13% hits; in the data active = a potency from the dose series; inconclusive = CPE inhibition mostly from about 23% at the one dose, without a potency; inactive = the rest, 99 in 100 with CPE inhibition below about 21%; note: strong numbers were not always called active
WT yeast gro inh = growth inhibition of WT yeast, mitochondrial fusion screen; mitochondrial fusion phenotypic screen, WT strain; inhibition, % at 10 µM; 190,000 compounds, 2.1% hits; in the data active = inhibition above about 58%; tested in S. cerevisiae
LYP inhibition = PTPN22 lymphoid phosphatase activity blockers – biochemical, fluorescence intensity, uHTS (AID 1779) | recombinant LYP phosphatase, fluorescence intensity; higher % means a stronger effect | one-dose inhibition, % at 11.5 µM; IC50 in µM for titrated hits | 290,000 compounds, 0.054% hits; in the data active = inhibition above about 50%;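 note: plate controls were vehicle with enzyme for no effect and no enzyme for full effect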
NS5 inhibitors = flavivirus cap methylation enzyme inhibition – biochemical, confirmation dose response, primary screen (AID 588689); Dengue-2 NS5 methyltransferase capping enzyme assay, biochemical; higher % means a stronger effect; inhibition, % at 25 µM, or IC50 in µM where a hit was titrated; 340,000 compounds, 0.3% hits; in the data active = a potency from the dose series; inconclusive = inhibition above about 29% without an active follow-up result
AID2073 = disruptors of CaV2.2 binding to Mint1 – biochemical, HTRF (AID 2073) | HTRF protein-protein interaction, Mint1-CaV2.2; higher % means a stronger effect | inhibition, % at 20 µM; hits with a dose series show IC50 in µM | 290,000 compounds, 0.19% hits; in the data active = inhibition mostly above about 51%, no sharp cut-off; inconclusive = no clear call, values can overlap the other calls; inactive = mostly below about 53%; note: some results filed as inactive read as strong as hits
GPR35 arrestin U2OS = inhibition of zaprinast-stimulated GPR35 beta-arrestin translocation – imaging, U2OS, beta-arrestin-GFP, zaprinast agonist, primary screen (AID 2058); 290,000 compounds, 0.052% hits; one-dose inhibition, % at 10 µM; IC50 in µM for titrated hits; U2OS GPR35 beta-arrestin-GFP translocation imaging, zaprinast antagonism; higher % means a stronger effect;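 active = inhibition of at least 50% with at least 30 cells and total cytoplasm GFP at most 10,000,000; inconclusive = under 30 cells or total GFP of 10,000,000 plus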
NTR1 agonist = NTR1-driven beta-arrestin-GFP spot formation – imaging, U2OS cells, high content, primary screen (AID 493036); P30989; agonist mode; activation, % at 20 µM; 330,000 compounds, 0.17% hits;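 active = activation at or above 40% of the spot to cytoplasm intensity ratio, with at least 20 cells analyzed; inconclusive = wells under 20 cells, flagged as cytotoxic or low count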;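 note: 0% = DMSO without peptide and 100% = 100 nM NTR1 peptide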
Target sequence (P30989 whole entry, looked up): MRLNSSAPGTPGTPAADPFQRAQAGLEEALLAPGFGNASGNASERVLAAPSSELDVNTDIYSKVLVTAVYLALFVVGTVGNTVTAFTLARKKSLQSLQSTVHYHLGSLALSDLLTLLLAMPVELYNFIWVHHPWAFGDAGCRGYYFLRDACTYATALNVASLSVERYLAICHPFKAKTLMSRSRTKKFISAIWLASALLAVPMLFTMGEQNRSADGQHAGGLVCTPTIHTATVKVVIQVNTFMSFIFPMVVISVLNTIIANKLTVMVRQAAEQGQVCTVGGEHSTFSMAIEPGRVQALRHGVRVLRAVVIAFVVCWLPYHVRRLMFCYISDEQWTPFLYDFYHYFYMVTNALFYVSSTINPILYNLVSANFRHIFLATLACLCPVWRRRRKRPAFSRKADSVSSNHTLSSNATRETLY
WT yeast gro inh mutant strain = further read-out of WT yeast gro inh, marked with its call; inhibition, %; mitochondrial fusion phenotypic screen, mutant strain inhibition
Autophagy HCS cell loss 18 h = further read-out of Autophagy HCS, marked with its call; toxicity, %; measured here: cell loss, nuclei count;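 cell loss after 18 h compound exposure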
NTR1 agonist cell count 20 µM = recorded beside NTR1 agonist, whose call it bears; cell count; measured here: cell count, cytotoxicity flag
NS5 inhibitors pilot replicate = also measured in NS5 inhibitors; calls as there; inhibition, %; measured here: pilot screen replicate inhibition
Active calls of the source: *; i = inactive; u = inconclusive; x = not tested or not shown; [ ] = dose if it differs, or a comment.

SMILES	Autophagy HCS	Autophagy HCS cell loss 18 h	K1F lysis inhibition	RSV antiviral HEp-2	WT yeast gro inh	WT yeast gro inh mutant strain	LYP inhibition	NS5 inhibitors	AID2073	GPR35 arrestin U2OS	NTR1 agonist	NTR1 agonist cell count 20 µM	others
O=C(CCc1ccccc1Cl)Nc1cc2c(cc1C(=O)O)OCCCO2	x	x	1.1%[50 µM]	0.3%	x	x	x	1%	x	x	0.5	51
Cc1ccc(-n2nnnc2Sc2nc([N+](=O)[O-])nn2C)cc1C	i	4	0.5%	-1.6%	42	12	-9%	-10%	1%	21%	-0.7	46
COC(=O)c1ccc(Cn2cnc3c(cnn3-c3ccc(Cl)cc3)c2=O)o1	i	-2	0.4%	11%	0	-13	-1%	-13%	4%	2%	3.5	56
COc1ccc(OC)c(CCNC(=O)Cn2ccc3cc(S(=O)(=O)N4CCCC4)ccc32)c1	x	x	0.4%	3.9%	x	x	-10%	-6%	-4%	4%	0.3	71
CC(C)(C)C(=O)N1CCC(O)(CS(=O)(=O)Cc2ccccc2)CC1	i	14	0.4%	0.3%	0	-21	-5%	-2%	13%	-3%	0.9	59
CN(Cc1ccccc1)Cc1nc2c(c(=O)n(C)c(=O)n2C)n1Cc1ccc(F)cc1	i	9	-0.2%	0.4%	23	26	-3%	-11%	-2%	-19%	5.7	81	NS5 inhibitors pilot replicate=3.9
Cc1oc(C(=O)Nc2ccc(C(=O)O)cc2)cc1COc1ccccc1	i	0	1.0%	0.1%	-31	-233	-7%	-3%	0%	-4%	0.8	88	NS5 inhibitors pilot replicate=-6.1
COc1ccc(C(CC(=O)O)N2Cc3ccccc3C2=O)cc1OC (stereo not given)	x	x	-0.2%	2.7%	x	x	-6%	-1%	12%	-3%	-0.1	84
Cc1ccc(S(=O)(=O)N2CCC(C(=O)Nc3cc(C(F)(F)F)ccc3N3CCOCC3)CC2)cc1C	x	x	0.7%[50 µM]	2.1%	x	x	x	-4%	x	x	0.2	66
COc1ccc(C(=O)NCc2ccc3c(c2)OCO3)cc1S(=O)(=O)N(C)Cc1ccccc1	i	11	2.5%	15%	7	8	0%	-6%	-5%	-10%	2.0	44
O=C(Nc1cccc(C(=O)Nc2ccc(Br)cc2)c1)c1ccccc1	x	x	0.3%	2.4%	x	x	-9%	-1%	7%	-3%	5.0	47
O=C(Oc1ccc(Cl)cc1)c1ccc(N2CCOCC2)c([N+](=O)[O-])c1	i	-6	-3.4%	2.3%	14	23	2%	1%	17%	5%	15	27
CC(C)C(NC(=O)CSc1ccc(Cl)cc1)C(C)C	i	-1	0.0%	2.4%	-7	-7	-3%	-3%	-5%	-11%	-0.3	39
COc1ccccc1C(=O)Nn1cnnc1	x	x	0.6%	1.1%	x	x	-8%	-7%	3%	18%	-0.3	66
CCOc1ccc2c3c(c(=O)oc2c1OCC)CCCC3	i	0	0.2%	41%	23	6	-5%	-2%	17%	4%	-1.1	57
O=C(Nc1ccc(Cl)cc1)N1CCC(c2ccccc2)C1 (stereo not given)	i	-3	0.5%	9.6%	8	9	-5%	-4%	-8%	-3%	2.2	66
Clc1ccc2nc(CSc3ncn[nH]3)cn2c1	i	15	0.2%	-0.3%	10	0	-10%	-2%	-3%	4%	-0.9	60
COc1ccc(/C=N/N2C(C)CCCC2C)cc1O (stereo not given)	x	x	0.2%	0.5%	x	x	-1%	-3%	5%	-9%	-1.4	108
CCn1cc([N+](=O)[O-])c(C(=O)Nc2ccc3c(c2)OCCO3)n1	i	7	0.3%	1.4%	3	3	-5%	-3%	-3%	6%	1.8	38
N#CCN(C(=O)COC(=O)CCCNC(=O)c1ccc(Cl)cc1)c1ccccc1	x	x	0.8%[50 µM]	1.9%	x	x	x	-9%	x	x	2.6	50
COC(=O)C(NNc1ccc(F)cc1)(NC(=O)c1ccccc1)C(F)(F)F (stereo not given)	i	11	0.7%[50 µM]	0.6%	18	11	-4%	-1%	-89%	-7%	x	x
O=C(Nc1cccs1)Nc1c(F)c(F)c(F)c(F)c1F	i	-25	10%[50 µM]	6.7%	12	13	6%	-3%	1%	6%	-0.5	63
COc1ncccc1C(=O)N1CCC(n2nccc2NC(=O)CC(C)C)CC1	x	x	0.2%[50 µM]	2.6%	x	x	-7%	-4%	6%	4%	-0.5	68
CCOn1c(SC(C)C)nc2ccccc2c1=O	i	-3	0.0%	0.1%	4	9	-4%	1%	30%	-6%	1.4	93	NS5 inhibitors pilot replicate=-1.2
COc1ccc(C(=O)NC2CCN(CC(=O)NCc3ccccc3F)CC2)cc1	x	x	0.1%	0.9%	x	x	-4%	3%	-3%	-17%	0.1	56
COc1ccc(CCC(=O)OCc2csc(CC(=O)Nc3ccccc3C)n2)cc1	x	x	0.3%[50 µM]	2.0%	x	x	-5%	-6%	5%	-22%	1.2	71
O=C(NCc1cccc(Cl)c1)c1ccc(N2CC3CC(C2)c2cccc(=O)n2C3)c(NC(=O)c2cccnc2)c1 (stereo not given)	x	x	-0.1%	-0.3%	x	x	-8%	-5%	11%	-1%	-0.1	64
COCCCNC(=S)NNC(=O)C(O)(c1ccccc1)c1ccccc1	i	-26	-0.4%	2.3%	3	7	-2%	-7%	-23%	-18%	0.7	37
Cc1nnc(SCCC(=O)Nc2ccc(Cl)cc2)o1	x	x	0.0%	0.5%	x	x	-5%	-7%	9%	-5%	-0.7	57	NS5 inhibitors pilot replicate=-6.4
COC(=O)c1sc(NC(=O)CSc2nc3nc(C)cc(C)n3n2)c(C(=O)OC)c1C	x	x	0.1%	15%	x	x	x	-1%	x	x	1.0	53
CSc1ccc(/C=C2/C(=N)N3N=C(CC(=O)N4CCCC4)SC3=NC2=O)cc1	x	x	0.3%	1.4%	x	x	-3%	1%	1%	28%	-0.5	68
CCn1c2ccc(C)cc2c2n[nH]c(=S)nc21	x	x	-0.5%	3.8%	x	x	-6%	8%	-23%	-3%	0.1	52
COc1ccccc1N1C(=O)C(Cl)=C(Nc2ccccc2O)C1=O	i	1	0.5%	x	52	5	-3%	5%	12%	-4%	x	x
NCC(c1ccccc1)c1c[nH]c2ccccc12 (stereo not given)	i	-6	-0.1%	0.3%	5	5	2%	-14%	1%	0%	0.5	51
CSc1ccccc1NC(=S)NC1CCCC1	x	x	0.1%	2.3%	x	x	-3%	2%	4%	-7%	0.2	58
Cc1nc2nc(SCC(=O)c3ccccc3)[nH]c2cc1Br	x	x	x	8.7%	x	x	-5%	x	12%	-3%	0.4	58
Cc1c(C(=O)N(C)C2CC(C)(C)NC(C)(C)C2)oc2c(F)cccc12	x	x	0.5%[50 µM]	1.1%	x	x	-9%	2%	u	1%	1.0	56
COc1cc(CCC(=O)OCC(=O)Nc2ccc(F)cc2F)cc(OC)c1OC	x	x	0.3%	0.1%	x	x	-4%	-5%	13%	-2%	0.8	42
CCC1(C)Cc2ccccc2-c2c1c(=O)n(-c1ccc(C)cc1)c1nnnn21 (stereo not given)	i	5	0.1%	1.6%	13	9	5%	-4%	2%	5%	3.9	59
CC(=O)N(c1cccc(Cl)c1)c1nc(C)cc(C)c1C#N	x	x	1.0%	-2.2%	x	x	-4%	-4%	-2%	8%	0.6	42
Cc1ccc(S(=O)(=O)NC(CC(C)C)C(=O)Nc2ccncc2)cc1 (stereo not given)	x	x	1.5%[50 µM]	1.3%	x	x	x	-5%	x	x	-1.3	57
CC1=NN(C(N)=S)C(=O)C1N=Nc1ccc(O)cc1 (stereo not given)	i	10	-2.1%	x	21	15	-4%	1%	-5%	-6%	-0.2	81
O=C(c1ccc([N+](=O)[O-])cc1)N1C=CC(C(F)(F)F)=NCC1	i	-7	0.4%	1.4%	-4	11	-4%	-6%	4%	-1%	-0.7	42
Cc1cccc(OCc2nnc(SCC(=O)N3c4ccccc4CCc4ccccc43)o2)c1	x	x	0.0%	u	x	x	13%	-2%	2%	-17%	1.6	72
Nc1nnc(SCC(=O)Nc2cc(F)ccc2F)s1	x	x	0.1%[50 µM]	1.5%	x	x	x	1%	x	x	1.2	50
Fc1ccc(Cn2cnc3ccccc32)cc1	i	8	0.0%	10%	-15	-10	-10%	-9%	-3%	1%	1.2	72
COC(=O)[C@@H](NC(=O)NC1CCCCC1C)C(C)C (stereo not given in full)	x	x	0.9%	1.1%	x	x	-5%	9%	-1%	7%	-0.5	46
CS(=O)(=O)N(CC(=O)Nc1c(F)cccc1F)c1cccc([N+](=O)[O-])c1	i	6	0.6%	x	15	11	2%	-2%	-2%	3%	-1.1	52
O=C(NC(=S)Nc1ccccc1N1CCCC1)c1ccccc1Br	x	x	0.1%	7.0%	x	x	-11%	-7%	-16%	8%	11	49
COC(=O)CN1C(=O)C(C)(C)Oc2ccc(C(=O)NC3CC3)cc21	i	-18	0.0%	1.4%	12	14	-2%	-3%	u	-8%	-0.5	83	NS5 inhibitors pilot replicate=5.3
Later entries
SMILES	Autophagy HCS	Autophagy HCS cell loss 18 h	K1F lysis inhibition	RSV antiviral HEp-2	WT yeast gro inh	WT yeast gro inh mutant strain	LYP inhibition	NS5 inhibitors	AID2073	GPR35 arrestin U2OS	NTR1 agonist	NTR1 agonist cell count 20 µM	others
CNS(=O)(=O)c1cnccc1N1CCN(c2cccc(Cl)c2)CC1	i	-13	0.1%	2.0%	1	27	-4%	-3%	5%	1%	0.6	52
Cc1cc(C)c(C)c(S(=O)(=O)NCc2ccncc2)c1C	x	x	0.2%	2.1%	x	x	-8%	-9%	3%	6%	1.1	45
COc1ccc(-c2c(C#N)sc(C(N)=O)c2-c2ccc(OC)cc2)cc1	x	x	0.1%	2.7%	x	x	-4%	2%	9%	-2%	5.8	61
COc1cc(C(=S)N2CCOCC2)cc(OC)c1OS(=O)(=O)c1ccc(C)cc1	x	x	-0.7%	2.5%	x	x	-6%	1%	-19%	0%	0.8	48
Cc1cc(C)n(-c2nc(N(C)C)nc(N3CCOCC3)n2)n1	i	-1	0.0%	-0.7%	1	16	-4%	2%	-4%	0%	0.0	83
CN(CC(=O)Nc1ccc(Cl)c(C(F)(F)F)c1)C(=O)c1cccnc1Sc1ccccc1	x	x	-0.7%[50 µM]	0.1%	x	x	-9%	-3%	6%	-2%	2.9	65
CC(=O)Nc1nc(C(=O)O)cs1	i	-13	-1.0%	-1.8%	17	9	-2%	0%	-11%	-12%	-0.7	52
CC(=O)Nc1ccc(Nc2ccc3nonc3c2[N+](=O)[O-])cc1	i	-9	0.1%	0.2%	6	4	4%	-4%	11%	-11%	2.4	45

This is a random part of the collection. Share with any hit: about 2.6%.
